# GLP1R ag: GLP-1 receptor (human) agonism; P43220; 380,000 compounds, 0.007% hits; AID 624172; HEK293 GLP-1R CRE-luciferase, luminescence, 4-6 h; cells express a hypersensitive GLP-1R form; Potency, µM (series often up to 45.6 µM), for inactives: at the highest dose activation, hits mostly activators; further: % of control where 0% means no effect
# Target sequence (P43220 whole entry, looked up): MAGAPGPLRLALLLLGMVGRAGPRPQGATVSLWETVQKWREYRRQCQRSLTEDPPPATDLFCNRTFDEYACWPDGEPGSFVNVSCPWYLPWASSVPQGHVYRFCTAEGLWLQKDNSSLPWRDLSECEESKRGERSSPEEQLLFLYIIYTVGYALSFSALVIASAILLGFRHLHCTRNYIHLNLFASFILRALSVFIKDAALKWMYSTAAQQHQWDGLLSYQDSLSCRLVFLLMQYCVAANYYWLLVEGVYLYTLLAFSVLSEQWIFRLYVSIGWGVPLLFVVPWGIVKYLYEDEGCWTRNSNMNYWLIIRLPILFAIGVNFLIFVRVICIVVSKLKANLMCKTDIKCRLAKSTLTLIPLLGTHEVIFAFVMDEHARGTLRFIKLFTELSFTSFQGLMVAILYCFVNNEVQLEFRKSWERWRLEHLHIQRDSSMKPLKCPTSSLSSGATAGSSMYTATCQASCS
# KB-3-1 cytotox: kills parental KB-3-1 adenocarcinoma cells | KB-3-1 viability, CellTiter-Glo ATP luminescence, 72 h | Potency, µM (top dose mostly 46.1 µM), for the others: at the top dose activity change, negative = cytotoxic, actives largely listed as cytotoxic | 400,000 compounds, 1.4% hits | AID 1347075; further: on the % scale 0 is the no-effect control and ±100 the full control effect; nearly all actives have a fitted effect of over 60% in size
#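 Parental KB-3-1 adenocarcinoma cells in phenol-red-free DMEM with 10% FBS were pin-treated with compounds at several concentrations, incubated 72 h at 37 °C, and viability read by CellTiter-Glo luminescence; concentration-effect curves were fitted after normalization.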
# HEK293 tox: cytotoxic in the GLP-1 receptor inverse agonist counter-screen | HEK293 cAMP-luciferase reporter cells, luminescence, 24 h | Potency, µM (highest dose often 38.3 µM), for inactives: top-dose activity change, negative = inhibition, most hits filed as inhibitors | 410,000 compounds, 0.13% hits | AID 624418;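 further: loss of luciferase light is scored as toxicity; on the % scale 0 is the no-effect control and ±100 the full control effect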
#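 A 23 nL compound transfer followed 12 hours of cell culture at 37 deg C; exposure then lasted 24 hr. Luciferase assay detection reagent was dispensed and plates read for luminescence after a 12 min room-temperature wait.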
# HT1080 IDH1KD tx: toxicity to HT-1080 IDH1 knockdown cells (counter line) | HT-1080 IDH1 knockdown viability, ATP luminescence, 48 h | Potency, µM (doses to about 46.1 µM), for inactives: top-dose activity, negative = toxicity, hits mostly cytotoxic | 360,000 compounds, 2% hits;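 further: 0% = DMSO wells and -100% = cell-free medium wells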
#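 % activity derives from luminescence (CellTiter-Glo), normalised to DMSO and no-cell wells. HT-1080-IDH1KD cells, 750/well, had 48 h compound exposure at 37 °C.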
# HT1080-NT tox: kills 2HG-producing HT-1080-NT fibrosarcoma cells; Potency, µM (titrated, usually from 46.1 µM), without a hit: at the highest dose activity, negative = less viability, actives largely listed as cytotoxic; 360,000 compounds, 1.6% hits; HT-1080-NT fibrosarcoma viability, CellTiter-Glo ATP luminescence, 48 h;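 further: NT is the 2HG producing partner of a matched IDH1 knockdown line; 0% = DMSO-treated cells and -100% = media-only wells without cells; nearly all actives have a fitted effect of over 55% in size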
#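 Read-out is CellTiter-Glo luminescence after 10 minutes at room temperature, following 48 hours' compound treatment of HT-1080-NT cells (750 cells/well, RPMI, 5% FBS, 37 degrees C).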
# TDP43 rescue: rescues yeast growth from TDP-43 toxicity; TDP-43 expressing yeast growth rescue, BacTiter-Glo, 24 h; 410,000 compounds, 1.8% hits; Potency, µM (titrated, usually from 46.1 µM), without a hit: at the highest dose growth rescue (activation), hits mostly activators; further: % of control where 0% means no effect; nearly all actives have a fitted effect of over 50% in size
#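 Growth rescue of TDP-43-toxic yeast measured as ATP luminescence (BacTiter-Glo). Cells grown to mid-log in raffinose, induced in galactose at OD600=0.02, exposed to compound 24 hr at 30 deg C.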
# GLP1R inv ag: GLP-1 receptor (human) inverse agonism. 410,000 compounds, 1.6% hits. Potency, µM (titrated, usually from 38.3 µM), for inactives: at the top dose activity change, negative = inhibition, most hits filed as inhibitors. P43220. HEK293 GLP-1R CRE-luciferase, luminescence, 24 h; GLP-1R form is constitutively active. AID 624417; further: on the % scale 0 is the no-effect control and ±100 the full control effect; nearly all actives have a fitted effect of over 55% in size
#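 Inverse agonism was detected as reduced cAMP-driven luciferase luminescence after 24 h compound treatment. The cells were HEK293 clones expressing constitutively active human GLP-1R with the reporter. Reporter-only and GPR119 cell lines served as counterscreen controls.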
# KB-V1 cytotox: KB-V1 MDR subline cytotoxicity; 400,000 compounds, 3.4% hits; Potency, µM (doses to about 46.1 µM), inactives show top-dose activity change, negative = cytotoxicity, hits mostly cytotoxic; KB-V1 MDR cells viability, CellTiter-Glo, 72 h; further: on the % scale 0 is the no-effect control and ±100 the full control effect; nearly all actives have a fitted effect of over 60% in size
#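 KB-V1 MDR subline cells in DMEM (phenol-red free, 10% FBS) exposed to compounds in qHTS concentration series for 72 h at 37 degrees C. Viability read by CellTiter-Glo luminescence; concentration-effect curves fitted after normalization and correction.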
# SW480 rerep: inducers of DNA re-replication in SW480 colon cancer cells; SW480 DNA re-replication, Hoechst DNA content imaging, 48 h; Potency, µM (doses to about 46.1 µM), without a hit: at the top dose re-replication activation, hits mostly activators; 340,000 compounds, 1.8% hits; further: % of control where 0% means no effect; nearly all actives have a fitted effect of over 55% in size
#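 Image-based DNA-content assay: after two days of treatment, nuclei were labelled with the DNA dye Hoechst and imaged, and hits were compounds raising the count of nuclei showing high fluorescence intensity.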
# Starred values were filed as active, the others as inactive; ? = inconclusive; · = not tested or not shown; & = joins results of further samples; [ ] = dose if it differs, or a comment. The call rests on the fitted dose curve; in most records, active means well fitted curve in the direction sought with a large enough effect; inconclusive means small, poorly fitted or top-dose-only effect, or another doubt; inactive means no such curve, though single readings can be large; an effect the other way counts as inactive or inconclusive. Potency means the concentration at half of the fitted maximal effect.
smiles	GLP1R ag	KB-V1 cytotox	HT1080-NT tox	GLP1R inv ag	KB-3-1 cytotox	SW480 rerep	HEK293 tox	TDP43 rescue	HT1080 IDH1KD tx
CCOc1ccc(N=C2NC(=O)C(CC(=O)Nc3ccc(OC)cc3)S2)cc1 (stereo not given)	-5%	-11%	14%	25%	0%	4%	4%	7%	1%
CC1(C)Cc2c(C#N)c(SCC(=O)O)nc(N3CCOCC3)c2CO1	0%	23%	24%	1%	3%	?	12%	0%	21%
CC(=O)Nc1ccc(NC(=O)c2cc(=O)c3ccccc3o2)cc1	0%	12%&14%	13%	5%&-9%	0%&0%	-22%	-11%&-3%	-13%&17%	12%
CCOC(=O)C1=C(CN2CCc3ccccc32)NC(=O)NC1c1ccc(Cl)cc1 (stereo not given)	1%	?	?	-29%	-23%	7.3µM*	-1%	-8%	?
O=C(CN1C(=O)c2ccccc2C1=O)Nc1cccc2cccnc12	-5%	-1%	-1%	8%	5%	-8%	4%	0%	4%
O=C(c1cc2ccccn2n1)N1CCN(Cc2ccccc2)CC1	-6%	-13%	9%	-14%	-16%	-16%	-4%	12%	1%
CCC(=O)Nc1ccc(/C(C)=N\NC(=O)c2ccc(C)s2)cc1	10%	-6%	3%	1%	0%	3%	-14%	12%	12%
CC(C)(C)OC(=O)N1CCC[C@@H]1C(=O)N1CCC[C@@H]1C(=O)NCc1ccccc1Cl	-2%	-28%	13%	19%	4%	·	1%	15%	2%
CC(CCc1ccccc1)NC(=O)COc1ccc(S(=O)(=O)N2CCOCC2)cc1[N+](=O)[O-] (stereo not given)	-1%	21µM*	-12%	?	12%	11%	-8%	-4%	-13%
CCc1ccc(NCc2cc3ccc(OC)cc3n(CC(=O)Nc3cccc(Cl)c3C)c2=O)cc1	2%	-19%	·	8%	?	·	3%	0%	·
COc1ccc(/C=N/Nc2nc3ccccc3o2)cc1OC	17%	-10%	15%	43%[activator]	0%	0%	-3%	2%	14%
CC(NC(=O)C1CCN(S(=O)(=O)c2ccc(F)cc2)CC1)c1ccccc1 (stereo not given)	·	28%	·	-7%	22%	·	-1%	6%	·
CC(C)=CCN1CCN(Cc2ccoc2)CC1CCO (stereo not given)	0%	-4%	-14%	-27%[7.66 µM]	-1%	11%	-7%[7.66 µM]	-16%	-2%
COc1cccc([C@@H]2CC=C(C(=O)O)[C@H](c3ccc(C)cc3)N2S(=O)(=O)c2ccc(C)cc2)c1	-1%	0%	-3%	-23%	0%	-3%	-6%	0%	-12%
Cc1cc(/C=C2\C(=N)N3N=C(C(C)C)SC3=NC2=O)c(C)n1-c1ccccc1	3%	5%	1%	0%	-5%	?	-3%	-21%[9.22 µM]	-7%
Cn1ccnc1C(O)c1cc(C(C)(C)C)c(O)c(C(C)(C)C)c1 (stereo not given)	-3%	-7%	16µM*	8%	10%	-2%	2%	?	5%[9.24 µM]
CCOCCCNC(=O)C(NC(=O)Cc1cccs1)c1ccc(OC)cc1 (stereo not given)	4%	-22%	0%	-2%	-5%	?	-2%	-13%	7%
Cc1cc(C=NCCCO)c(C)n1-c1cc(Cl)ccc1Cl	11%	1%	1%	-24%	6%	0%	18%	?	-7%
Cc1cc(C)n(CCc2nc3c4ccccc4nc(N4CCN(c5ccc(F)cc5)CC4)n3n2)n1	·	?	·	-12%	0%	·	2%	19%	·
CCOc1ccc(N(CC(=O)Nc2c(C)cccc2C)S(=O)(=O)c2c(C)[nH]c(=O)[nH]c2=O)cc1	2%	17%	1%	1%	-17%	-1%	1%	0%	2%
Cc1noc(NS(=O)(=O)c2ccc(NC(=O)c3ccc(OC(C)C)cc3)cc2)c1C	5%	11%	4%	10%	0%	-24%	-1%	-7%	8%
CC(=O)c1cccc(NC(=O)CSc2ncc(C(=O)Nc3ccccc3)c(=O)n2C)c1	-3%	0%	-4%	-1%	-4%	4%	-4%	15%	-1%
COc1ccccc1NC(=O)Cn1nc(Cc2cccnc2)c2ccccc2c1=O	4%	4%	15%	4%	11%	-9%	2%	-12%	-2%
COc1ccccc1NC(=O)COC(=O)/C=C/c1ccc2c(c1)OCO2	16%	2%	2%	-2%	?	28%	-15%	-12%	0%
COc1cccc(C(=O)Nc2c3c(nn2-c2ccccc2C)CS(=O)C3)c1OC (stereo not given)	8%	-16%	-4%	11%	2%	0%	-10%	4%	6%
COc1ccccc1C(=O)CSc1ccccn1	8%	-22%	14%	32%[activator][7.66 µM]	6%	0%	6%[7.66 µM]	11%[9.22 µM]	12%
CCOc1ccc(/C=C2\SC(N3CCc4ccccc4C3)=NC2=O)cc1	8%	?	?	2%	-3%	0%	-8%	?	-22%
CC(C)c1ccc2oc(-c3ccc(NC(=O)c4cccc(Br)c4)cc3)nc2c1	·	0%	·	?	0%	·	-6%	23%	·
CN(Cc1ccccc1)C(=O)Cc1ccccc1	6%	-4%	-3%	3%	?	1%	8%	19%	-3%
O=C(Nc1cccc(Cl)c1)Nc1c[nH]c(=O)[nH]c1=O	4%	17%	5%	-19%	11%	-10%	-11%	-5%	1%
Cc1ccc2ccccc2c1C(O)c1ncc(-c2ccccc2Cl)[nH]1 (stereo not given)	-1%	0%	?	?	0%	·	0%	19%	?
NC(=O)C(NN=C(c1ccccc1)c1ccccc1)c1ccccc1 (stereo not given)	3%	-11%	-5%	?	14%	·	0%	23%	3%
C[C@H]1CN([C@@H](C)CO)S(=O)(=O)c2ccc(Br)cc2O[C@H]1CN(C)C(=O)c1cccc(F)c1	-4%	-29%	1%	-3%	3%	·	0%	24%	3%
Cc1ccc(C)c(NC(=O)CN2C(=O)CSc3nc(C)cc(C)c32)c1	·	5%	·	13%	?	·	6%	19%	·
COCCCNC(=O)CN(c1ccc(Cl)c(Cl)c1)S(C)(=O)=O	4%	?	-2%	1%	-4%	4%	18%	-27%	2%
O=C(CCNC(=O)N1CCn2c1nc1ccccc12)NCc1ccccc1Cl	1%	-23%	0%	-2%	-26%	-2%	-11%	-1%	0%
Cc1ccc(/C=C/C(=O)c2ccc([N+](=O)[O-])o2)cc1	10%	?	12µM*	12%	0%	1.5µM*	-18%	7%	3.7µM*
O=C1CC(c2nnc(Cc3c(F)cccc3Cl)o2)CN1c1ccccc1 (stereo not given)	·	-7%	·	4%	-4%	·	0%	0%	·
COc1cc(S(=O)(=O)Nc2ccccc2C)ccc1NC(=O)c1ccncc1	4%	?	-2%	11%[7.66 µM]	1%	17%	-9%[7.66 µM]	12%[9.22 µM]	-8%
CCC(=O)/C=C1\Sc2ccc(OC)cc2N1CC	5%	15µM*	-23%	0%	?	-4%	-10%	1%	-10%
O=C(COC(=O)c1cccc(-n2cnnn2)c1)c1ccc(Br)cc1	11%	26%	10%	61%[activator]	-5%	-67%[inhibitor]	-13%	-11%	3%
COc1cc(CN(C(=S)NCC(=O)NC2CC2)C2CCCC2)cc(OC)c1OC	7%	13%	0%	2%	5%	0%	1%	12%	5%
CCC1CCC2(CC1)NC(=O)N(CC(=O)N1CCc3ccccc31)C2=O (stereo not given)	2%	-22%	0%	?	0%	-2%	16%	-14%	-1%
Cc1ccc(F)cc1NC(=O)COC(=O)COc1ccc(C#N)cc1	4%	4%	14%	-1%	-5%	-8%	7%	0%	16%
Cc1cccc(CSCCNC(=O)COc2ccc(Cl)cc2)c1	20%	-1%	2%	?	1%	-7%	0%	?	4%
C/C(=N\NC(=O)c1nnn(-c2nonc2N)c1-c1ccc(Cl)c(Cl)c1)c1ccncc1	9%	-2%	-22%	?	7%	-1%	0%	-9%	?
CCn1c2ccccc2c2cc(NC(=O)CSc3nnc(-c4cccc(F)c4)o3)ccc21	-1%	12µM*	13µM*	-25%	7.3µM*	?	-20%	15%	?
O=C(Nc1cnc2ccccc2c1)N1CCCCC1	-3%	0%	28%	?	6%	-3%[9.22 µM]	-7%	-14%	18%
Cc1c(O)c(CN2CCCC2)cc2c3c(c(=O)oc12)CCC3	-8%	-27%	9%	-7%	-3%	-3%	·	-22%	-1%
CCOC(=O)Cn1nc(C)c2c1CCCC2=O	0%	6%	6%	7%	1%	2%	-11%	5%	10%

# 2 neighbouring records out of the list so far:
smiles	GLP1R ag	KB-V1 cytotox	HT1080-NT tox	GLP1R inv ag	KB-3-1 cytotox	SW480 rerep	HEK293 tox	TDP43 rescue	HT1080 IDH1KD tx
Cc1c(O)c(CN2CCCC2)cc2c3c(c(=O)oc12)CCC3	-8%	-27%	9%	-7%	-3%	-3%	·	-22%	-1%
CCOC(=O)Cn1nc(C)c2c1CCCC2=O	0%	6%	6%	7%	1%	2%	-11%	5%	10%

# Additional results:
smiles	GLP1R ag	KB-V1 cytotox	HT1080-NT tox	GLP1R inv ag	KB-3-1 cytotox	SW480 rerep	HEK293 tox	TDP43 rescue	HT1080 IDH1KD tx
CCCNC(=O)C1(C)CCN(C(=O)c2cc(F)ccc2C)C1 (stereo not given)	1%	4%	18%	6%	0%	·	2%	17%	28%
COC(=O)C(NS(=O)(=O)c1ccc(NC(C)=O)cc1)C(C)C (stereo not given)	3%	3%	-23%	-9%	-16%	?	-6%	-26%	-1%
NNC(=O)CCC(=O)Nc1ccccc1	-4%	1%	-3%	16%	2%	-42%[inhibitor]	8%	-7%	-3%
Cc1cc(C=C2C(=O)c3ccccc3C2=O)c(C)n1-c1ccc(Cl)cc1	0%	16µM*	9%	1%	?	-8%	-2%	-8%	13%
CN1CCN(c2ccc(S(=O)(=O)N3CCOCC3)cc2NC(=O)COc2ccc(F)cc2Cl)CC1	2%	·	1%	-13%	·	?	-10%	-3%	13%

# Single entries from above:
# Result for `NNC(=O)CCC(=O)Nc1ccccc1` in HT1080 IDH1KD tx: -3%
# Result for `Cc1cc(C=C2C(=O)c3ccccc3C2=O)c(C)n1-c1ccc(Cl)cc1` in GLP1R inv ag: 1%
# Result for `CCCNC(=O)C1(C)CCN(C(=O)c2cc(F)ccc2C)C1` (stereo not given) in HT1080-NT tox: 18%
# Result for `COC(=O)C(NS(=O)(=O)c1ccc(NC(C)=O)cc1)C(C)C` (stereo not given) in KB-3-1 cytotox: -16%
